Bioassay records as filed in PubChem.
KKLEB cytotox: cytotoxicity in KKLEB CF airway cells, primary screen, cytotoxicity control for CF NF-kB inhibitor project, cell-based, uHTS, fluorescence assay plates; KKLEB CF airway cells viability, ATPlite luminescence, overnight; stronger effect = lower value; cells stimulated with P. aeruginosa culture filtrate; activity change (cytotoxicity), % at 5 µM; 360,000 tested, 0.36% active; AID 602141, 2011;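 active means corrected activity change at or below -50% at 5 µM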
LMP1 NFkB inh: EBV LMP1-driven NF-kappaB luciferase reporter inhibitors, primary screen, cell-based, luminescence, single point. LMP1-induced NF-kappaB luciferase reporter cells. inhibition, % at 12.5 µM. 350,000 tested, 0.69% active; in the data active means inhibition above about 41%;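 further: 0% = neutral control wells and 100% = reference inhibitor control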
TWEAK-Fn14 inh: inhibitors of TWEAK-Fn14 signaling, primary screen, luciferase reporter cells, uHTS. inhibition, % at 10 µM. TWEAK-stimulated Fn14 reporter cells, luciferase luminescence, 8 h. AID 1159606, 2016. 360,000 tested, 2% active; in the data active means inhibition above about 50%
TRAIL sens C8: viability loss with TRAIL in NB7+C8 cells, primary screen, TRAIL sensitizer project, cell-based, ATPlite luminescence | inhibition (viability loss, TRAIL sensitization), % at 10 µM | 360,000 tested, 1% active | AID 624354, 2012;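 active means compounds causing at least 50% loss of cell viability in the single-dose screen, relative to plate controls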
COUP-TFII inh: NR2F2 transcriptional activity inhibitors, primary screen, cell-based, luciferase reporter, HEK293T, luminescence. COUP transcription factor 2 (Homo sapiens), P24468. HEK293T NGFI-A luciferase reporter. inhibition, % at 8.6 µM. 370,000 tested, 0.7% active. AID 686940, 2013;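 active means inhibition above a per-plate cutoff, mean inhibition of test wells between control levels plus 3 SD, cut at about 38% in these data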;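 further: cells cotransfected with COUP-TFII expression vector driving the NGFI-A reporter; 0% = median of COUP-TF2 test wells and 100% = reporter-only cells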
LRH-1 inv ag: LRH-1 (NR5A2) inverse agonists, primary screen, cell-based, luminescence, HEK293T, StAR-luciferase reporter; Nuclear receptor subfamily 5 group A member 2 (Homo sapiens), O00482; LRH-1 transfected, 24 h; inhibition, % at 3.6 µM; 360,000 tested, 0.13% active; AID 602396, 2012;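 active means inhibition above the mean inhibition of all tested compounds plus 3 SD, cut at about 73% in these data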;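 further: 0% = DMSO wells and 100% = reporter-only cells lacking LRH-1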
SRC2 inh: inhibition of GAL4-SRC2 driven luciferase reporter, primary screen, SRC2 inhibitor project, cell-based, luminescence. AID 651957, 2012. HEK293 GAL4-SRC2 luciferase reporter. 370,000 tested, 0.17% active. Nuclear receptor coactivator 2 (Homo sapiens), Q15596. inhibition, % at 9 µM;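 active means inhibition above the mean inhibition of all tested compounds plus 3 SD, set per campaign, cut at about 52% in these data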;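 further: 0% = DMSO treated cells and 100% = cells given Gossypol at 36 µM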
NCOA3 inh: SRC3 coactivator transcriptional activity inhibitors, primary screen, cell-based, luminescence. HEK293 GAL4-SRC3 luciferase reporter. inhibition, % at 3.6 µM. Nuclear receptor coactivator 3 (Homo sapiens), Q9Y6Q9. 360,000 tested, 0.17% active;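 active means inhibition above a per-campaign cutoff, the mean of all compounds plus 3 SD, cut at about 60% in these data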;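 further: 0% = DMSO-treated cells and 100% = gossypol-treated cells at 36 µM; higher means less SRC3-driven luciferase light from the GAL4 reporter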
SRC1 inh: SRC1 coactivator transcriptional activity inhibitors, primary screen, cell-based, luminescence | 360,000 tested, 0.12% active | inhibition, % at 3.6 µM | HEK293 GAL4-SRC1 luciferase reporter | Nuclear receptor coactivator 1 (Homo sapiens), Q15788 | AID 588354, 2011;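 active means inhibition above the campaign mean plus 3 SD, with each screening campaign given its own cutoff, cut at about 60% in these data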;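 further: 0% = DMSO treated cells and 100% = gossypol at 36 µM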
Target sequence (Q15788 whole entry, looked up, the tested form may be a part): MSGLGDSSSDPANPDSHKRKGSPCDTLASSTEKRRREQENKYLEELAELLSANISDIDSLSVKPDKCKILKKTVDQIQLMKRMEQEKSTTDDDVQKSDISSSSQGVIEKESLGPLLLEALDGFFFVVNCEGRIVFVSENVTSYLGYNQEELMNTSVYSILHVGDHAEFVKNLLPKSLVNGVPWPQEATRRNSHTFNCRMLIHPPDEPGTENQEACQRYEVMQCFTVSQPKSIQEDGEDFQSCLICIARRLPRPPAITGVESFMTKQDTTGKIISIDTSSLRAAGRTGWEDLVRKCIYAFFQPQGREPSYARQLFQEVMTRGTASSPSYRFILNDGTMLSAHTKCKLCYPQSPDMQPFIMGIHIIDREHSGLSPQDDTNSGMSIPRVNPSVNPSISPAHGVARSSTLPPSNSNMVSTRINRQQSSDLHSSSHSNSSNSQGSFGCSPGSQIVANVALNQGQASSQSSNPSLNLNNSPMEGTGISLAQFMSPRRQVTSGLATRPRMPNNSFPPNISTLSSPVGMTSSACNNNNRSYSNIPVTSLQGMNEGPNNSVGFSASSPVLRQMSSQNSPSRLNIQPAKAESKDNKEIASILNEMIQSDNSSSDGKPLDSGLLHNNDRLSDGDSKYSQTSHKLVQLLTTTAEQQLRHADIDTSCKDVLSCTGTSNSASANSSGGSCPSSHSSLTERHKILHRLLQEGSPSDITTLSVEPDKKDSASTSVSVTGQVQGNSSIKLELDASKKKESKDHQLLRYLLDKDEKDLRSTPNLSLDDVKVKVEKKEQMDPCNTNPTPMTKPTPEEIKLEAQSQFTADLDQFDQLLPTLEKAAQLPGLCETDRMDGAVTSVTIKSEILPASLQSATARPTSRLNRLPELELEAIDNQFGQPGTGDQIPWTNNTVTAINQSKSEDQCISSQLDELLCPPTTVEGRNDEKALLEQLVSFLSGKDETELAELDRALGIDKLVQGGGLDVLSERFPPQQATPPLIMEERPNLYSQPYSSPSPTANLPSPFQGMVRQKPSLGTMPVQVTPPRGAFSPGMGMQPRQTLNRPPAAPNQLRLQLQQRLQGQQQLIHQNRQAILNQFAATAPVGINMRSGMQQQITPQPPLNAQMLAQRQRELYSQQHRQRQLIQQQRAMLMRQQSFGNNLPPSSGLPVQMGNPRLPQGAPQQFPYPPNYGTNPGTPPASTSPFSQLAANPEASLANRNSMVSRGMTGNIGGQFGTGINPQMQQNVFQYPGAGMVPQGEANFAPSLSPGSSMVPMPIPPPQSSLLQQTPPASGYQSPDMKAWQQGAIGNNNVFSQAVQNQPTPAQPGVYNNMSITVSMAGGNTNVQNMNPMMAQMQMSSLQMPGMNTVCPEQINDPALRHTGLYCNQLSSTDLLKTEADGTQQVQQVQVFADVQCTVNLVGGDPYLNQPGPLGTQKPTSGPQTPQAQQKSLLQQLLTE
CF NFkB inh: inhibitors of PAF-induced NF-kB signaling, primary screen, cell-based, GFP fluorescence, uHTS; 360,000 tested, 0.86% active; inhibition, % at 5 µM; KKLEB NF-kB-GFP reporter, GFP fluorescence overnight;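 active means at least 50% inhibition at 5 µM, scaled per plate between neutral and stimulator controls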;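 further: PAF is a Pseudomonas aeruginosa culture filtrate used as stimulus; plate controls were PAF-stimulated DMSO wells for no effect and unstimulated DMSO wells for full effect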
TROY NFkB inh: inhibitors of TROY-driven NF-kB signaling, primary screen, Q293 LMP1-TROYcd cells, NF-kB luciferase, uHTS | Q293 LMP1-TROYcd NF-kB luciferase reporter, 4 h | inhibition, % at 10 µM | 360,000 tested, 0.98% active;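 active means compounds whose plate-normalised and pattern-corrected inhibition of the luciferase reporter signal at the single screening dose is 50% or more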
* hit, by the source's call; · = not tested or not shown.

SMILES	KKLEB cytotox	LMP1 NFkB inh	TWEAK-Fn14 inh	TRAIL sens C8	COUP-TFII inh	LRH-1 inv ag	SRC2 inh	NCOA3 inh	SRC1 inh	CF NFkB inh	TROY NFkB inh
COc1ccccc1NC(=O)N1c2ccccc2NC(=O)CC1C (configuration not stated)	9	1	-3	-5	-17	-2	-2	19	-35	-2	11
Cn1c(OCC2CCCO2)nc2cc(-c3ccccc3)sc2c1=O (configuration not stated)	0	·	-15	4	-24	-14	-10	-41	-16	-6	3
COc1ccccc1CN(C)C(=O)COC(=O)c1ccc(Cl)nc1	7	-8	-17	-24	-1	2	-11	-6	-11	3	-2
CCCC1CCC(C2=N/C(=C\c3ccc(OC)c(OC)c3)C(=O)O2)CC1 (configuration not stated)	3	5	5	-10	-12	7	-34	3	-13	4	-3
COC(=O)c1ccc2[nH]c([C@H](C)O)c([C@H](C)O)c2c1	-10	-1	-18	-18	5	-21	-36	-6	-15	17	0
Cc1ccccc1CN1CCN(Cc2ccccc2C(F)(F)F)CC1	-8	-3	-6	-7	-2	-11	23	20	-9	-2	13
O=C(c1ccc2c3c(cccc13)C(=O)N(O)C2=O)N1CCCCC1	3	-3	-29	0	-6	-3	4	21	8	-19	-1
Cc1nnc(C)n1/N=C/c1cc2ccccc2nc1Cl	1	-10	13	-10	-5	5	-32	14	6	-16	11
Cc1ccc(C(=O)Nc2cccc(-c3nc4ncccc4o3)c2)cc1	0	-4	3	3	-20	10	7	-2	2	-27	-14
Fc1ccc(CNCC2CCCO2)cc1 (configuration not stated)	-4	-23	6	8	2	9	-50	5	7	1	4
CSc1ncc(Sc2ccccc2)c(C(=O)O)n1	5	-3	-1	-9	8	13	-13	-3	-69	4	-11
CCC/C(=C1/C(=O)CC(C)(C)C(C(=O)OC)C1=O)N1CCCC1 (configuration not stated)	-4	2	-7	3	2	9	0	9	3	13	25
O=C(N1CCOCC1)N1CCN(c2ccccn2)CC1	-3	-2	4	-18	-22	9	-11	14	6	1	11
COc1ccc(NS(=O)(=O)c2ccc(-c3coc(C)n3)cc2)cc1	-6	-19	-5	5	-22	16	-7	14	-3	-2	4
O=C(CC(O)(c1ccccc1)c1ccccc1)Nc1ccccn1	-7	2	0	12	3	-21	18	-7	-9	6	-1
COC(=O)C1=NN(N=O)C2(CC(=O)N(c3cc(C)cc(C)c3)C2=O)C1 (configuration not stated)	3	-6	5	-8	0	3	-2	6	5	16	-32
Cc1ccc(CN(Cc2ccco2)C(=S)NCC(=O)O)cc1	-7	4	-11	1	17	-9	16	12	-3	21	20
CC(=O)Nc1ccc(S(=O)(=O)Nc2cccc(C(=O)NC(C)(C)C)c2)cc1	-1	6	1	1	-7	10	2	11	12	-6	1
CCNC(=O)Cn1cnc2c1c(=O)n(C)c(=O)n2C	0	2	-13	3	0	-11	-19	-5	-8	-16	2
COc1ccc(OC)c(NC(=O)c2[nH]c(C)c(C(C)=O)c2C)c1	8	-14	-4	-5	-20	19	-44	4	-44	-37	-44

7 structures out of the list, sorted by formula weight, lowest first:
SMILES	KKLEB cytotox	LMP1 NFkB inh	TWEAK-Fn14 inh	TRAIL sens C8	COUP-TFII inh	LRH-1 inv ag	SRC2 inh	NCOA3 inh	SRC1 inh	CF NFkB inh	TROY NFkB inh
COC(=O)c1ccc2[nH]c([C@H](C)O)c([C@H](C)O)c2c1	-10	-1	-18	-18	5	-21	-36	-6	-15	17	0
CCNC(=O)Cn1cnc2c1c(=O)n(C)c(=O)n2C	0	2	-13	3	0	-11	-19	-5	-8	-16	2
O=C(N1CCOCC1)N1CCN(c2ccccn2)CC1	-3	-2	4	-18	-22	9	-11	14	6	1	11
Cc1ccc(CN(Cc2ccco2)C(=S)NCC(=O)O)cc1	-7	4	-11	1	17	-9	16	12	-3	21	20
CCC/C(=C1/C(=O)CC(C)(C)C(C(=O)OC)C1=O)N1CCCC1 (configuration not stated)	-4	2	-7	3	2	9	0	9	3	13	25
COc1ccccc1NC(=O)N1c2ccccc2NC(=O)CC1C (configuration not stated)	9	1	-3	-5	-17	-2	-2	19	-35	-2	11
COC(=O)C1=NN(N=O)C2(CC(=O)N(c3cc(C)cc(C)c3)C2=O)C1 (configuration not stated)	3	-6	5	-8	0	3	-2	6	5	16	-32

Further records.
SMILES	KKLEB cytotox	LMP1 NFkB inh	TWEAK-Fn14 inh	TRAIL sens C8	COUP-TFII inh	LRH-1 inv ag	SRC2 inh	NCOA3 inh	SRC1 inh	CF NFkB inh	TROY NFkB inh
CCc1[nH]nc2c1C1(CCN(C(=O)c3ccccc3)CC1)C(C#N)=C(N)O2	4	8	-3	-11	-3	-24	-1	-4	-2	-10	9
COc1ccc(S(=O)Cc2ccc(C(=O)N3CCN(C(=O)c4ccco4)CC3)o2)cc1 (configuration not stated)	14	-4	-8	-12	3	-5	-1	-9	5	-32	10
CCCCNC(=S)Nc1ccc2[nH]c(=O)[nH]c2c1	11	6	21	-8	8	17	-11	5	-24	-9	-7
COc1ccc(NC(=O)CCNS(=O)(=O)c2cccc3nsnc23)cc1	5	6	4	5	-1	7	3	18	13	4	0
CN=C(C)C1=C(O)C(C(=O)OC)C(C)(C)CC1=O (configuration not stated)	-6	-1	-2	3	5	13	11	9	12	-1	12
O=C(NCCCN1CCOCC1)c1ccc(CNS(=O)(=O)c2ccc(F)cc2)cc1	-7	-4	-20	-4	12	17	4	0	-20	1	-4
Cc1ccccc1N1CCN(S(=O)(=O)c2ccccc2)CC1	-7	-2	-20	0	3	2	-22	10	-4	2	-9
COc1ccc(C2C(C(=O)c3ccccc3)=C(C)Nc3nc4ccccc4n32)cc1OC (configuration not stated)	-10	-7	-2	-3	5	-16	8	-5	-6	25	-33
O=S(=O)(NC1CCCCC1)c1ccc(F)c2ccccc12	-3	6	-1	-13	2	-17	-1	-17	10	0	-1
CN(Cc1nc2c(s1)CCCC2)C(=O)CCc1nnc(-c2ccc3c(c2)OCO3)o1	0	3	-5	-5	-1	-7	-1	12	0	-12	6
CC(=O)N(C)c1ccc(N=Nc2c(C)[nH]n(C(N)=S)c2=O)cc1	2	-8	44	18	-46	-129	-66	-95	-80	-3	29
CCCn1nnnc1NC(=O)COc1ccc(Cl)cc1C	4	4	-4	-23	-9	-22	-8	-13	1	-4	15
O=C(NC1CCN(C(=O)NCc2ccccc2)CC1)c1ccc(F)cc1	6	2	20	1	-24	4	-13	12	-11	-18	-3
CC(C)C[C@H](CO)Nc1nc(Nc2cccc(Cl)c2)c2ncn(C(C)C)c2n1	-24	-11	79*	17	-18	-29	-28	-49	-388	61*	47
Cc1cc(C)n(C2CCCCC2OC(=O)CCc2ccccc2)n1 (configuration not stated)	-30	4	3	-10	6	16	25	8	19	2	-15
CCc1c(-c2ccccc2)[n+](=O)c2c(n1[O-])CCC2	7	-5	-4	18	15	-5	-27	-8	-1	-1	0
O=C1CC(c2ccccc2)=Nc2ccccc2N1Cc1ccccc1	-10	14	-22	-1	7	4	-8	-4	-2	-5	7
CCCNC(=O)CNC(=S)N(Cc1cc(OC)c(OC)c(OC)c1)C1CCCC1	-2	5	-2	3	-10	-2	-6	19	-6	12	-4
O=[N+]([O-])c1ccc(Cl)cc1Sc1nc2ccccc2o1	-21	2	15	-10	-5	7	-14	-8	-7	8	-7
Clc1ccc(-c2csc(Nc3cccnc3)n2)cc1	-2	-39	-16	-14	-42	-31	7	-23	-40	-15	-64

Sorted by the number under NCOA3 inh (falling): four from the list above.
structure | LMP1 NFkB inh | TWEAK-Fn14 inh | COUP-TFII inh | LRH-1 inv ag | SRC2 inh | NCOA3 inh | SRC1 inh | CF NFkB inh
O=C(NCCCN1CCOCC1)c1ccc(CNS(=O)(=O)c2ccc(F)cc2)cc1 | -4 | -20 | 12 | 17 | 4 | 0 | -20 | 1
COc1ccc(C2C(C(=O)c3ccccc3)=C(C)Nc3nc4ccccc4n32)cc1OC (configuration not stated) | -7 | -2 | 5 | -16 | 8 | -5 | -6 | 25
CCc1c(-c2ccccc2)[n+](=O)c2c(n1[O-])CCC2 | -5 | -4 | 15 | -5 | -27 | -8 | -1 | -1
Clc1ccc(-c2csc(Nc3cccnc3)n2)cc1 | -39 | -16 | -42 | -31 | 7 | -23 | -40 | -15

Continued.
SMILES	KKLEB cytotox	LMP1 NFkB inh	TWEAK-Fn14 inh	TRAIL sens C8	COUP-TFII inh	LRH-1 inv ag	SRC2 inh	NCOA3 inh	SRC1 inh	CF NFkB inh	TROY NFkB inh
CC(=O)c1cccc(NC(=O)C(OC(=O)c2ccccc2NS(=O)(=O)c2cccs2)c2ccccc2)c1 (configuration not stated)	-1	-10	20	-4	14	1	13	1	2	6	20
O=C1NC(=O)C2(CCCCC2C2CCCCC2)N1 (configuration not stated)	10	6	10	-20	-5	8	13	-59	-28	5	-3
CSCc1c(C(=O)Nc2ccccc2N2CCOCC2)oc2ccccc12	-7	8	12	10	14	42	26	18	-7	-11	7
O=C(Nc1ccccc1)N1CCN(c2nc3ccccc3s2)CC1	-4	7	15	-3	-16	-29	-3	-38	-16	10	-36
Cc1ccc(S(=O)(=O)Cc2ccc([N+](=O)[O-])cc2)cc1	-3	3	6	3	-26	1	-27	-15	-14	-1	-2
CC(C)(C)c1cc(-c2nc(N)nc(N)n2)c(O)c(C(C)(C)C)c1	-8	-6	11	-17	-5	11	-7	-29	-14	5	3
CCn1c(SCC(N)=O)nnc1-c1ccco1	2	4	13	-6	2	8	-17	11	10	-8	27
CCSc1ncc(Cl)c(C(=O)Nc2ccccc2OC)n1	-3	-10	-9	-4	22	11	2	3	-21	-14	12
O=C(O)CSc1nc2ccc(Br)cc2[nH]1	-3	5	15	8	19	3	18	-1	-1	8	0
COc1ccc(N2C(=O)CC(N3CCN(c4ccccc4OC)CC3)C2=O)cc1 (configuration not stated)	11	2	-3	9	13	-12	-21	-2	-8	-14	12
CCCCOc1ccc(-c2c(C#N)c(N)nc(SCC(N)=O)c2C#N)cc1	-7	7	12	1	-19	5	14	-4	1	14	17
CC(=O)c1c(C)[nH]c(C(=O)CN2C(=O)NC3(CCCCC3)C2=O)c1C	-1	-4	2	2	-32	16	-40	-4	-7	1	-5
